Bioassay records from PubChem BioAssay.
Ba/F3 V617F tox – reduce viability of Ba/F3 cells dependent on JAK2V617F; inhibition, % at 5.6 µM; Ba/F3 EpoR-JAK2V617F viability, ATP luminescence; 1.1% of 220,000 active;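 active = inhibition above the campaign mean plus 3 SD over all tested compounds, cut at about 24% in these data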;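 also: cytokine-independent growth of Ba/F3 cells driven by EpoR plus mutant JAK2; 0% = DMSO-treated cells and 100% = JAK inhibitor I control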
BaF3 parental – counter-screen for JAK2V617F inhibitors: parental Ba/F3 viability inhibitors; CellTiter-Glo ATP luminescence; inhibition, % at 5.6 µM; 1.1% of 220,000 active;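 active = inhibition above a per-campaign cutoff, the mean inhibition of all tested compounds plus 3 SD, cut at about 27% in these data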;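 also: 0% = DMSO wells and 100% = JAK Inhibitor I control wells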
S1P4 antag – human S1P4 receptor antagonism. O95977. S1P4-expressing cells, antagonist mode, reporter read-out. inhibition, % at 4.98 µM. 0.26% of 220,000 active. AID 1510; in the data active = inhibition above about 29%;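 also: 0% = wells stimulated with agonist and 100% = vehicle wells without agonist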
Target sequence (O95977 whole entry, looked up): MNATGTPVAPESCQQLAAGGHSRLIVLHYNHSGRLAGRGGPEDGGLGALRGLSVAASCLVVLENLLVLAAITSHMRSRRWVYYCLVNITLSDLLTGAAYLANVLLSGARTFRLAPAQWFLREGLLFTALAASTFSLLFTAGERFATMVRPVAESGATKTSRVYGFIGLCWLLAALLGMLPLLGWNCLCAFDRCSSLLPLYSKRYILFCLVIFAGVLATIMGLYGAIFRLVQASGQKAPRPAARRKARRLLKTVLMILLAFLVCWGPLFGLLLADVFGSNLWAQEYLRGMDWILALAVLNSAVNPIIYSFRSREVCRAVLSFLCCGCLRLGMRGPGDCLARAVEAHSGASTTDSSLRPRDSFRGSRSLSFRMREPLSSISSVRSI
NPY-Y1 PAM-ag – human NPY-Y1 potentiation or agonism, primary screen; NPY-Y1 expressing cells, potentiator/agonist activation; P25929; 0.37% of 220,000 active; activation, % at 3.6 µM; in the data active = activation above about 33%, passing the limit was not always enough;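 also: cells stimulated with NPY at EC10 then isoproterenol at EC100; 0% = low agonist plus stimulus and 100% = saturating agonist plus stimulus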
Target sequence (P25929 whole entry, looked up): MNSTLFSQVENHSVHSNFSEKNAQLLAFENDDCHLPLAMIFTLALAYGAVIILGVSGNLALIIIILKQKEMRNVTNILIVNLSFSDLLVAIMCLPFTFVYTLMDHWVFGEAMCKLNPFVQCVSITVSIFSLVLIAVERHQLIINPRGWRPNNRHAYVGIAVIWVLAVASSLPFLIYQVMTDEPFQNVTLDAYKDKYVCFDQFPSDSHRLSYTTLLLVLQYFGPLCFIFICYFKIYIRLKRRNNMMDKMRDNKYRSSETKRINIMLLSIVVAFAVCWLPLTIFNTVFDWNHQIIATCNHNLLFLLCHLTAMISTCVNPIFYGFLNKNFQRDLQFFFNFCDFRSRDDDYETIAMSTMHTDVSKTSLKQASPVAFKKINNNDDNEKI
S1P4 ag – human S1P4 receptor agonism; activation, % at 4.98 µM; S1P4-expressing cell line, agonist reporter assay; 0.35% of 220,000 active; O95977; in the data active = activation above about 11%;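 also: 0% = DMSO vehicle and 100% = reference agonist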
p47phox inh – blocks human p47phox regulatory protein of NADPH oxidases; P14598; p47phox/p22phox peptide binding, fluorescence polarization, 2 h; inhibition, % at 24.7 µM; 0.53% of 220,000 active;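 active = inhibition above about 30%, limit read from the data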;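 also: 0% = p47phox with labelled peptide and 100% = labelled peptide alone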
NPY-Y2 PAM-ag – human NPY-Y2 potentiation or agonism, primary screen. cells expressing NPY-Y2, potentiator/agonist read-out. AID 1359. 0.45% of 220,000 active. P49146. activation, % at 3.6 µM; in the data active = activation above about 27%;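 also: cells stimulated with NPY near EC25 plus isoproterenol at EC100; 0% = vehicle plus submaximal agonist and 100% = vehicle plus saturating agonist; some results beyond the cut were filed as inactive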
CHOP inh – CHOP inhibition in unfolded protein response. AID 2732. 3.8% of 220,000 active. CHO-K1 CHOP-promoter luciferase, tunicamycin-induced, 15-18 h. inhibition, % at 10 µM;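 active = compounds that reduced the stress-induced luciferase reporter signal by more than about 70% of percent inhibition, limit read from the data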;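 also: 0% = tunicamycin plus vehicle and 100% = wells without tunicamycin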
NPY Y1 blocker – blocks the human neuropeptide Y Y1 receptor; HEK293-CNG Y1 cells, membrane potential fluorescence; NPY at EC95, then isoproterenol; inhibition, % at 3.6 µM; 1% of 200,000 active; AID 1040;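 active = inhibition above the campaign mean inhibition of all tested compounds plus 3 SD, cut at about 20% in these data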;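 also: 0% = DMSO wells given NPY plus isoproterenol and 100% = isoproterenol alone without NPY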
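Material: HEK293 cells co-expressing NPY Y1 receptor and cyclic-nucleotide gated channel. Timing: compound incubation 1 h at room temperature, readout 45 min post-stimulation. Signal: fluorescence, membrane potential probe.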
* marks the source's active call; other numbers are inactive results; nt = not tested or not shown. Random draw from the library; any-hit rate near 7.1%.

Preview:
SMILES | Ba/F3 V617F tox | BaF3 parental | S1P4 antag | NPY-Y1 PAM-ag | S1P4 ag | p47phox inh | NPY-Y2 PAM-ag | CHOP inh | NPY Y1 blocker
CNC(=O)c1ccsc1NC(=O)c1coc2ccccc2c1=O | -3 | -1 | 18 | 5 | -0.3 | -14 | -8 | 4 | -4
O=C(c1ccc(Cl)c(S(=O)(=O)N2CCCC2)c1)N1CCN(c2ncccn2)CC1 | 2 | 6 | -5 | 3 | 0.1 | -18 | 6 | 2 | 3
CCOC1(OCC)C(c2ccc(Cl)cc2)C(C#N)(C#N)C1(OCC)OCC (stereo not given) | 0 | 2 | 16 | -6 | -0.4 | 0 | 5 | 26 | -7
Cc1ccc(C)c(N(C)C(=O)c2cc3c(=O)[nH]c4ccc(C)cc4c3s2)c1 | 8 | 1 | 0 | -49 | -2.0 | 4 | -34 | 18 | nt
O=C(N/N=C/c1cccc(OCc2ccccc2)c1)c1ccc(Br)cc1 | 1 | 3 | -10 | 4 | -0.3 | -12 | -3 | -3 | -1
O=C(Nc1ccc(S(=O)(=O)N2CCCCC2c2cccnc2)cc1)c1c(F)cccc1F (stereo not given) | 1 | 7 | -8 | 8 | 0.5 | -5 | 11 | 17 | 2
CCOC(=O)N1CCC(NC(=O)CS(=O)Cc2nc(-c3ccc(OC)c(OC)c3)oc2C)CC1 (stereo not given) | 3 | 4 | -13 | 2 | -0.2 | -10 | -10 | -7 | -6

The list itself, from the first entry:
SMILES | Ba/F3 V617F tox | BaF3 parental | S1P4 antag | NPY-Y1 PAM-ag | S1P4 ag | p47phox inh | NPY-Y2 PAM-ag | CHOP inh | NPY Y1 blocker
CNC(=O)c1ccsc1NC(=O)c1coc2ccccc2c1=O | -3 | -1 | 18 | 5 | -0.3 | -14 | -8 | 4 | -4
O=C(c1ccc(Cl)c(S(=O)(=O)N2CCCC2)c1)N1CCN(c2ncccn2)CC1 | 2 | 6 | -5 | 3 | 0.1 | -18 | 6 | 2 | 3
CCOC1(OCC)C(c2ccc(Cl)cc2)C(C#N)(C#N)C1(OCC)OCC (stereo not given) | 0 | 2 | 16 | -6 | -0.4 | 0 | 5 | 26 | -7
Cc1ccc(C)c(N(C)C(=O)c2cc3c(=O)[nH]c4ccc(C)cc4c3s2)c1 | 8 | 1 | 0 | -49 | -2.0 | 4 | -34 | 18 | nt
O=C(N/N=C/c1cccc(OCc2ccccc2)c1)c1ccc(Br)cc1 | 1 | 3 | -10 | 4 | -0.3 | -12 | -3 | -3 | -1
O=C(Nc1ccc(S(=O)(=O)N2CCCCC2c2cccnc2)cc1)c1c(F)cccc1F (stereo not given) | 1 | 7 | -8 | 8 | 0.5 | -5 | 11 | 17 | 2
CCOC(=O)N1CCC(NC(=O)CS(=O)Cc2nc(-c3ccc(OC)c(OC)c3)oc2C)CC1 (stereo not given) | 3 | 4 | -13 | 2 | -0.2 | -10 | -10 | -7 | -6
Cn1cnnc1SCC(=O)Nc1ncc(C(F)(F)F)cc1Cl | -1 | 1 | -2 | 1 | 0.6 | -17 | -11 | 0 | -4
COc1ccc(-c2[nH]ncc2CN2CCCC(C(=O)c3cccc(OC)c3)C2)cc1 (stereo not given) | -5 | 2 | -4 | -6 | 1.5 | -10 | 2 | 24 | 2
CCOc1cccc2cc(-c3nnc(NCc4ccco4)s3)c(=O)oc12 | 9 | 6 | 7 | -10 | 1.3 | -41 | 3 | 97* | -1
CCc1c(C)nc2ncnn2c1N1CCC(C(=O)Nc2ccccc2)CC1 | 1 | 7 | -12 | 25 | 2.3 | -3 | 18 | 9 | 0
CN1CCc2nc(SCCOc3ccccc3)c(C#N)cc2C1 | -4 | 2 | -21 | -13 | -0.9 | -9 | -2 | 24 | 2
Cc1ccccc1OCC(=O)NC(=S)Nc1ccc(N2CCCC2)cc1 | 2 | 4 | 7 | -21 | 0.9 | -12 | -1 | 21 | 0
Cc1ccc(-c2ccc(/C=C3\C(=O)ON=C3c3ccccc3)o2)c([N+](=O)[O-])c1 | 0 | 3 | 4 | -18 | -0.3 | -22 | -25 | 111* | -7
CC(C)(C)c1nc(SCC(=O)Nc2ccc(N3CCOCC3)cc2)c2ccccc2n1 | -6 | 0 | -3 | -1 | -0.7 | -12 | -3 | 5 | 6
Cc1cccc(-c2cc3nc4c(c(N5CCCC(O)C5)n3n2)CCC4)c1 (stereo not given) | 1 | 1 | 0 | -23 | -0.2 | -20 | -9 | 18 | 0
CC1C2CC(C(S(=O)(=O)N3CCOCC3)C2=O)C1(C)C (stereo not given) | -2 | 2 | 1 | -2 | 1.9 | -9 | 8 | 25 | 0
CCOc1ccc(NC(=O)NC(=O)N(C(C)C)S(C)(=O)=O)cc1 | 4 | 2 | -3 | 10 | -0.4 | -2 | -8 | 30 | 0
CCN(CC)C1=CC(=O)OC12CCCCC2 | 3 | 2 | 0 | 0 | 2.1 | 8 | -13 | 10 | 7
COc1cc2c(cc1NC(=O)CSCC(=O)O)oc1ccccc12 | 4 | 2 | -21 | -25 | 0.9 | -7 | -12 | 3 | -5
CCCCc1ccc(NC(=O)C2CCN(S(C)(=O)=O)CC2)cc1 | -3 | 3 | 4 | -14 | 3.8 | 0 | -2 | 8 | 2
Cc1ccc(NC(=S)NCCc2ccccc2)nc1 | 2 | 6 | -1 | 5 | 2.5 | -4 | -8 | -37 | 1
Cc1cc(CNC(=O)COc2cc(F)ccc2[N+](=O)[O-])c2ccccc2n1 | -3 | 5 | -43 | -14 | 2.3 | -4 | -18 | 24 | 6
COc1ccc(C2=NOC(Cn3c(Cc4ccc(Cl)cc4)nc4c3c(=O)n(C)c(=O)n4C)C2)cc1 (stereo not given) | -2 | 3 | -16 | 0 | 0.4 | -10 | 19 | 56 | 8
CNc1nc(N)c([N+](=O)[O-])c(NCC2CCCO2)n1 (stereo not given) | -2 | 1 | 0 | 3 | 0.2 | -8 | 10 | -2 | nt
COc1ccc(CC(=O)Nc2ccc(/C(C)=N/NC(=O)c3cccc([N+](=O)[O-])c3)cc2)cc1 | 1 | -2 | -6 | 9 | -1.4 | -9 | 20 | 27 | -12
COc1ccc(/C=C(/C(=O)Nc2ccccc2C(=O)NC(C)C)c2ccccc2)cc1 | 2 | 0 | -20 | -40 | -3.6 | -7 | -4 | 74* | 3
S=c1[nH]cc(-c2ccccc2)n1-c1ccccc1Cl | -3 | 4 | -20 | 15 | 0.2 | -1 | 14 | 20 | -3
Cc1ccccc1OCc1nc(-c2ccccc2)no1 | -4 | -1 | -10 | -31 | 4.7 | -3 | 3 | 100* | 2
O=C(CNC(=S)N(Cc1ccccc1)Cc1cccnc1)N1CCOCC1 | -1 | 4 | 2 | 1 | -0.8 | 5 | 2 | 6 | 6
CCOC(=O)N1CCN(CCC(=O)Nc2cc(OC)cc(OC)c2)CC1 | 2 | 3 | -1 | -2 | -1.3 | 1 | -11 | 8 | -2
O=S1(=O)C=CC(c2ccccc2)C1 (stereo not given) | -3 | 2 | 4 | -5 | -0.1 | -11 | -1 | 14 | nt
COc1ccc(C(=O)C2CCCN(C(=O)COc3ccc(C(C)=O)cc3)C2)cc1F (stereo not given) | 1 | 1 | -24 | -13 | 1.5 | -1 | 6 | 0 | 7
COc1cc(/C=C(\C#N)C(=O)c2c[nH]c3ccccc23)cc(OC)c1O | 4 | 1 | -12 | -2 | -0.6 | -198 | -10 | 2 | -4
Cc1cc([N+](=O)[O-])cnc1Sc1nccn1C | 0 | 1 | -7 | 13 | 1.4 | 2 | 13 | 12 | 5
N/C(=N\OC(=O)CCC1CCCCC1)c1ccc([N+](=O)[O-])cc1 | 2 | 4 | -3 | -9 | 1.1 | 18 | -4 | 35 | -2
COc1ccc(-c2nnc(Nc3nc4c(OC)cccc4s3)o2)c(OC)c1 | 0 | 8 | -15 | 16 | 0.1 | -15 | -3 | -11 | -2
CCOC(=O)c1oc2ccccc2c1NC(=O)C1CCCCC1 | -1 | 6 | -15 | 4 | -2.5 | 4 | 2 | 43 | -1
CCOc1ccc(S(=O)(=O)Nc2ccccc2C(=O)NCC2CCCO2)cc1 (stereo not given) | -1 | 3 | -7 | 8 | 1.5 | -1 | 19 | 5 | 1
O=C(CSCc1ccccc1)Nc1ccc2c(c1)OCO2 | -2 | 5 | -17 | -1 | 0.7 | 0 | 3 | -14 | 3
O=C(NNC(=O)C1CCN(c2ncccn2)CC1)c1ccccc1 | -1 | 7 | 2 | -1 | 4.4 | 6 | 14 | 17 | 3
O=C(Cc1ccc(-n2c(=O)c3sccc3n(CC(=O)Nc3ccccc3)c2=O)cc1)NCc1ccco1 | 0 | 2 | 0 | 11 | 2.2 | -16 | -7 | 8 | 2
O=C(Nc1ccccn1)c1ccc2c(c1)OCO2 | 3 | 8 | -34 | 17 | 0.3 | 4 | 3 | 12 | 4
Cc1cc(/C=C(\C#N)C(=O)O)c(C)n1-c1ccc(Br)cc1 | 1 | 5 | 4 | -8 | -0.8 | -16 | 4 | -38 | nt
COc1nc(Nc2ccc(C(C)=O)cc2)nc(OC)n1 | 3 | 9 | -6 | 2 | -1.1 | -9 | 0 | -28 | 1
CCOc1ccccc1NC(=O)COC(=O)c1cc[n+]([O-])cc1 | -3 | -3 | -10 | -10 | 0.7 | 5 | 8 | -11 | nt
CCN(CC)C(=O)Oc1ccc(Br)c2ccccc12 | -4 | 1 | -4 | -10 | 1.1 | -6 | 3 | 33 | 3
COc1ccc(OC)c(/C=C/C(=O)N2CCCc3ccccc32)c1 | 2 | 6 | -7 | -27 | 0.3 | -7 | -9 | 28 | 10
CN1Cc2cccc3c2C(Cc2ccccc2S3)C1 (stereo not given) | 0 | 8 | -5 | -26 | 1.0 | -19 | -3 | -10 | 4
CCc1nc(OCc2ccco2)c2sc3nc4c(cc3c2n1)COC(C)(C)C4 | 4 | 1 | -27 | -18 | 5.0 | -13 | -14 | 20 | 1
Cc1occc1C(=O)N/N=C/c1ccccn1 | 2 | 3 | -59 | 3 | 1.9 | -5 | 5 | -18 | 0
Cc1cc(NC(=S)Nc2cccc3ccccc23)n[nH]1 | 0 | 4 | -12 | 10 | 1.2 | -14 | 9 | 32 | 6
O=C(Nc1ccc(N2CCOCC2)c(Cl)c1)c1ccco1 | -1 | 0 | -11 | -6 | 0.8 | 1 | -5 | 14 | 1
O=C(O)CCc1ccc(-c2cccs2)n1CCc1ccccc1 | 3 | 4 | -11 | -2 | 0.7 | -11 | -25 | 13 | -1
CCCOc1c(OC)cccc1C1CC(=O)Nc2cc3c(cc21)OCCO3 (stereo not given) | 3 | 6 | 0 | -27 | 0.8 | -1 | -14 | 10 | 5
COc1ccccc1NC(=O)COC(=O)c1ccccc1C(=O)N1CCN(c2ccccc2)CC1 | -1 | 5 | -3 | -17 | -0.1 | 4 | -6 | -7 | 3
COc1cccc(-c2ccc(=O)n(CC(=O)Nc3cc4c(cc3NC(C)=O)OCCO4)n2)c1 | 1 | 4 | 4 | -2 | 0.3 | -30 | 2 | 7 | -2
Cc1cc(NC(=O)/C=C/c2ccccc2Cl)no1 | -4 | 0 | -4 | 9 | -0.8 | 4 | 2 | 48 | -2
CN(C)c1cccc2c1c(NC(=O)c1ccc(Cl)cc1)nn2C | -2 | 2 | 2 | 8 | 0.1 | -19 | 4 | 14 | nt
CCOC(=O)N1CCN(C(=O)CSc2nc3c(cnn3-c3ccc(C)cc3)c(=O)[nH]2)CC1 | -1 | 0 | 4 | 21 | -0.1 | -2 | -10 | 13 | 1
